Assay outcomes (PubChem BioAssay)
phage Ecoli inh = E. coli growth loss with phage present | growth absorbance | inhibition, % at 11.9 µM | 0.26% of 360,000 active; in the data active = inhibition above about 11%
Wnt bcat act = Wnt/beta-catenin pathway activation | Wnt/beta-catenin reporter cell assay, activator, plate reader | activation, % at 9.35 µM | 1.2% of 300,000 active | AID 743398; in the data active = activation above about 30%, passing the limit was not always enough;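 also: 0% = neutral control wells and 100% = positive control wells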
* = called active by the depositor. These rows are one share of the data (hit frequency here may not be typical).

Fields – phage Ecoli inh	Wnt bcat act
CC1(C(=O)O)CCCN1C(=O)c1cccc(F)c1 (stereo unspecified)
→ 4.1	3.4
COc1ccc(OC)c(NC(=O)Nc2nc(CN)cs2)c1
→ 3.4	1.3
COc1cccc(C(O)c2nc(-c3ccc(F)cc3OC)cs2)c1 (stereo unspecified)
→ 1.1	0.3
O=C(Nc1cccc(Cl)c1)c1csc(COCCO)n1
→ 1.6	24.6
COc1ccc(NC(=O)C(c2cccc3ccccc23)n2c(=O)c(-c3ccco3)nc3ccccc32)cc1 (stereo unspecified)
→ 0.9	-8.2
Cc1cc(C)cc(CC(=O)N2CCC2(C)C(=O)NS(=O)(=O)c2ccc(C(C)(C)C)cc2)c1 (stereo unspecified)
→ 2.9	-2.1
Cn1c(=O)c2[nH]c(CCCCCc3nc4ccccc4[nH]3)nc2n(C)c1=O
→ 3.8	-5.2
CCc1ccc2cc(C)cnc2n1
→ 3.8	1.1
CCOC(=O)[C@]12CCC=C1N(CCC1=CCCCC1)C(=O)[C@H](CC(=O)N1CCC(c3ccccc3)CC1)C2
→ -0.2	-2.2
O=C1/C(=C/c2ccc(S(=O)(=O)O)cc2S(=O)(=O)O)CCc2ccccc21
→ 1.3	1.4
CC1(C(=O)NS(=O)(=O)c2cccc(OC(F)F)c2)CCN1C(=O)Cc1cccs1 (stereo unspecified)
→ 0.8	-0.9
CC(C)(C)c1ccc(CC(=O)N2CCC2(C)C(=O)NS(=O)(=O)c2ccc(C#N)cc2)cc1 (stereo unspecified)
→ -0.9	-2.9
CC[C@H](NC(=O)/C=C/[C@H]1O[C@@H](n2cc(C)c(=O)[nH]c2=O)C[C@@H]1O)c1ccccc1
→ 2.1	-3.0
CC(C)CNC(=O)C1(C)CCCN1Cc1ccc(OC(F)(F)F)cc1 (stereo unspecified)
→ 0.6	-1.2
CCOC(=O)C1(C)CCCN1C(=O)c1c(F)cccc1F (stereo unspecified)
→ 2.5	-3.2
O=C(NCCO)c1cccc(-c2ccc3nncn3c2)c1
→ 1.7	-2.7
CC1(C(=O)NCc2ccccc2Br)CCN1C(=O)C1(c2ccc(Cl)cc2)CC1 (stereo unspecified)
→ 2.2	-1.2
COC(=O)C[C@@H]1CC[C@H](NC(=O)Nc2cccc(F)c2)[C@@H](CO)O1
→ 2.2	-2.9
CCCCCCCCN1C(=O)[C@@H](CC(=O)NCCCOC)C[C@@]2(C(=O)OC)C1=C[C@H](C1CCCC1)O[C@@H]2C
→ 3.0	-5.5
Cc1ccc(N2CCN(C(C(=O)Nc3c(C)cccc3C)c3ccccc3OC(F)(F)F)CC2)cc1 (stereo unspecified)
→ 1.6	-4.0
Nc1[nH]c(C(=O)c2ccccc2)c(-c2cccnc2)c1C(=O)NCCc1ccc(Cl)cc1Cl
→ 2.4	-1.2
COc1ccc(CNC(=O)c2ccc(-n3ccnc3)c3ccoc23)cc1OC
→ 0.9	-1.4
COc1ccc(CN2C(=O)c3ccccc3C2c2nnnn2Cc2ccccc2)cc1OC (stereo unspecified)
→ 0.8	-3.6
c1ccc(COc2cccc(-c3cc4nc(NCCOc5ccccc5)ccn4n3)c2)cc1
→ 1.6	-7.9
CC(=O)c1cccc(NC(=O)C2(C)Cc3c(-c4ccccc4)ccnc3O2)c1 (stereo unspecified)
→ 5.2	-4.6
Cc1noc(C)c1-c1ccc(C(=O)NC2CCCCC2)c2occc12
→ 3.5	24.4
COc1ccc(NC(=O)c2cc(C3CCCCN3S(=O)(=O)c3cccs3)on2)c(C)c1 (stereo unspecified)
→ 1.5	-1.9
Cc1ccc(Cc2c(-c3ccc(C#N)cc3)nc3c4ccccc4ccn23)cc1
→ 1.5	-1.3
Cc1ccc2nc(-c3ccc(C#N)cc3)c(Cc3cccc(F)c3)n2c1
→ 2.8	0.3
CCN(CC)C(=O)c1ccc2nc([C@H]3C[C@H](O)[C@@H](CO)O3)[nH]c2c1
→ 0.5	-0.3
CCC1Cc2[nH][nH]c(=O)c2C(CC)O1 (stereo unspecified)
→ 3.6	4.5
CC1C/C=C/C=C/C=C/C=C/C(O[C@@H]2O[C@H](C)[C@@H](O)[C@H](N)[C@@H]2O)CC2OC(O)(CC(O)CC3OC3/C=C/C(=O)O1)CC(O)C2C(=O)O (stereo partly specified)
→ 3.8	-0.9
Cc1ccccc1NC(=O)C1C(=O)Nc2ccccc2C(=O)N1Cc1ccccc1 (stereo unspecified)
→ -0.3	-3.0
Cn1cnc(S(=O)(=O)N2C[C@@H](O)COC[C@@H]3O[C@H](CC(=O)NC4CCC4)CC[C@H]32)c1
→ 2.2	-1.9
F[B-](F)(F)COCc1ccccc1C#Cc1ccccc1
→ 2.5	-15.4
CC(=O)Nc1ccc(NC(=O)c2cc(-c3ccc(F)cc3C)n[nH]2)cc1
→ 4.2	12.8
O=C1c2ccccc2C(c2nnnn2-c2ccc3c(c2)OCCO3)N1Cc1ccco1 (stereo unspecified)
→ 0.9	-4.2
COc1cc(CNC(=O)c2cc(-c3cc(C)cc(F)c3)n[nH]2)cc(OC)c1
→ 3.0	-5.2
COC(=O)C1=C(C)N(Cc2cccc(C(F)(F)F)c2)C(=NCc2ccccc2C(F)(F)F)NC1c1cccc(F)c1 (stereo unspecified)
→ 3.4	-22.3
CC(C)C[C@H]1CN([C@@H](Cc2ccc(O)cc2)CN2CCC[C@@H]2CN2C(=S)NC[C@@H]2Cc2ccccc2)C(=S)N1CC1CCCCCC1
→ 7.1	-3.7

2 entries from above, with values ahead of the structure.
phage Ecoli inh,Wnt bcat act,Molecule
-0.2,-2.2,CCOC(=O)[C@]12CCC=C1N(CCC1=CCCCC1)C(=O)[C@H](CC(=O)N1CCC(c3ccccc3)CC1)C2
1.3,1.4,O=C1/C(=C/c2ccc(S(=O)(=O)O)cc2S(=O)(=O)O)CCc2ccccc21

Next section.
Fields – phage Ecoli inh	Wnt bcat act
COc1ccc(-c2cc(NC=O)c3ncc(-c4cccc(C(C)=O)c4)n3c2)cc1
→ -0.1	-0.5
COc1ccc(CNC(=O)c2cccc3c(-c4cnn(C)c4)coc23)cc1OC
→ 1.5	-0.8
CC(=O)Nc1ccc(CN(C)c2c(C)nc3ccc(C(=O)NCCc4ccccn4)cn23)cc1
→ -0.4	-0.3
C[C@H]1COc2cc(N3CCC[C@H]3CO)ccc2S(=O)(=O)N1
→ 2.2	-3.2
O=C(NCCN1CCC(n2c(=O)[nH]c3ccccc32)CC1)c1ccc(F)c(F)c1
→ 1.7	-2.5
CC1(C(=O)NS(C)(=O)=O)CCN1C(=O)Cc1ccc(Cl)cc1Cl (stereo unspecified)
→ 1.6	-3.7
CCOC1=C2[C@@H](CN(S(=O)(=O)c3ccccc3C)[C@H]2c2ccc(Cl)cc2)[C@H]2C(=O)N(C3CCCCC3)C(=O)[C@H]2C1
→ 0.6	-3.3
CC1(C(=O)NS(=O)(=O)c2ccc(C#N)cc2)CCN1C(=O)C1(c2ccccc2)CCCC1 (stereo unspecified)
→ 0.8	-3.5
Cc1ccc(S(=O)(=O)N2C(c3ccccc3)CC(=O)C3CN(S(=O)(=O)c4ccc(Cl)cc4)C(c4ccccc4)CC32)cc1 (stereo unspecified)
→ 1.4	14.4
O=S1(=O)N[C@@H](Cc2ccccc2)COc2cc(NCCCN3CCOCC3)ccc21
→ 3.7	-7.0
CSc1ccc(CN2CCC2(C)C(=O)NCc2cccs2)cc1 (stereo unspecified)
→ 3.2	-1.5
CC(=O)N1CCN(C(c2ccccc2)c2nnnn2C(C)(C)C)CC1 (stereo unspecified)
→ 3.0	-2.9
COc1ccc(-c2oc3c(c2C#CC(C)(C)O)C(OCCO)CC3)cc1 (stereo unspecified)
→ 0.2	-1.8
COC(=O)c1ccc2nc(-c3ccc(F)cc3)c(Cc3ccccc3OC)n2c1
→ 0.4	-0.9
OC[C@@H]1CN(Cc2ccc(-c3ccccc3)cc2)C[C@H](n2cnc3c(NC4CC4)ncnc32)O1
→ 1.6	-14.9
C[C@@H]1CN(C(=O)OC(C)(C)C)CCN1c1ccc(Br)c(C#N)c1
→ 0.6	-8.6
COc1ccc(C(c2nnnn2-c2ccc3c(c2)OCCO3)N2CCN(C/C=C/c3ccccc3)CC2)cc1 (stereo unspecified)
→ 4.8	-0.8
CC(C)c1cn(CC[C@@H]2CC[C@@H](NC(=O)C3CCCCC3)[C@@H](CO)O2)nn1
→ 0.8	1.5
O=C1NC[C@H](CCCCN2C[C@H](Cc3ccc(O)cc3)N(CCC3CCCCC3)C(=O)C2=O)N(CCC2CCCCC2)C1=O
→ -0.4	-4.9
O=C1NC[C@H](CCCCN2C[C@@H](Cc3ccccc3)N(Cc3ccccc3)C(=O)C2=O)N(CCC2CCCCC2)C1=O
→ 2.3	-3.3
CN(C)[C@H]1CCN([C@H]2CS(=O)(=O)N[C@@H]2COCc2ccccc2)C1
→ 3.4	-1.6
CC1=C(C(=O)N(C(C)C)C(C)C)CC(CC(=O)NC2CC2)C(=O)N1CCCN1CCCC1=O (stereo unspecified)
→ 3.8	-0.9
CCOc1ccc(Cl)cc1-c1cc(C(=O)NCc2ccccc2)[nH]n1
→ 4.0	-3.3
O=C(Nc1ccc(Cl)cc1)C1Cc2c(-c3ccccc3)ccnc2O1 (stereo unspecified)
→ 1.4	-3.5
COC(=O)C1=C(C)N(Cc2cccc(C(F)(F)F)c2)C(=NCc2ccc(C(F)(F)F)cc2)NC1c1ccc(Cl)cc1 (stereo unspecified)
→ 5.5	-28.1
Cc1ccccc1-c1cc2nc(NCCc3ccncc3)n(C)c(=O)c2s1
→ 0.9	-0.5
CCCNC(=O)c1cc(C2CCCN(C(=O)c3cc(F)ccc3C)C2)on1 (stereo unspecified)
→ 3.6	-1.0
CCc1nc2ccc(C(=O)NCCN3CCOCC3)cn2c1N(C=O)Cc1ccc(OC)cc1
→ -0.5	-3.8
CCOc1ccc(CCN2C(=O)C(=O)N([C@@H](Cc3ccccc3)CN3CCC[C@@H]3CN3C(=O)C(=O)NC[C@@H]3Cc3ccc(O)cc3)C[C@@H]2Cc2ccccc2)cc1
→ 1.3	-1.8
CC(C)C1Cc2[nH][nH]c(=O)c2C(c2ccc(Cl)cc2)O1 (stereo unspecified)
→ 2.2	-1.0
COCCN1Cc2cc(C(=O)OC)c3c(c2C1=O)c1cc(OC)ccc1n3S(C)(=O)=O
→ 2.4	2.6
CCc1nc2c(OCc3ccc(F)c(F)c3)cccn2c1N(C)C(=O)c1ccc(OC)cc1
→ 3.1	-5.7
CCCCCN(C(=O)Cc1c(C)n(CCCCC)c2ccccc12)c1ccc(Oc2cccnc2)c(C)c1
→ 2.5	-21.9
COc1cccc(CN2CCC2(C)C(=O)NCCc2ccccn2)c1OC (stereo unspecified)
→ 0.1	0.0
COc1ccc(C)cc1N
→ 3.4	3.0
COc1ccc(NC(=O)C(c2ccc(C(F)(F)F)cc2)n2c(=O)c(-c3ccco3)nc3ccccc32)cc1 (stereo unspecified)
→ 0.4	-1.3
O=C(NCc1cccs1)C1Cc2c(-c3ccccc3Oc3ccccc3)ccnc2O1 (stereo unspecified)
→ 3.0	13.7
O=C(c1cccc(Cl)c1)N1CCC(=O)N([C@H](COCc2cccc(Cl)c2)Cc2ccccc2)CC1
→ -0.3	-3.6
CCCc1nc2ccc(C(=O)OC)cn2c1Cc1cccc(F)c1
→ -0.8	-1.6
Cc1cc(N2CCN(CC(C)(C)O)C[C@H]2C)ccc1N1CCN(CC(C)(C)O)[C@H](C)C1
→ 4.9	-0.7
CC1(C(=O)Nc2ccccc2)Cc2c(-c3cccc(C(N)=O)c3)ccnc2O1 (stereo unspecified)
→ -0.1	-4.2
CN(C)C(=O)c1cccc(-c2cccc(-c3nc(C(=O)NCc4ccccc4)cc4c3[C@H](CCO)N(S(=O)C(C)(C)C)C4)c2)c1 (stereo partly specified)
→ -1.0	-2.1
CCN(CC)c1ncnc2c1ncn2[C@H]1CN(Cc2ccc(F)cc2)C[C@@H](CO)O1
→ 3.6	-1.6
O=C(Cc1c[nH]c2ccccc12)Nc1ccc(Nc2cccnc2)c(-c2cccc(Cl)c2)c1
→ 3.3	-5.8
CC(C)C[C@H]1CNC(=O)C(=O)N1CC1CCN(CC2CCC(C)CC2)CC1 (stereo partly specified)
→ 1.9	-2.0
Nc1[nH]c(C(=O)c2ccccc2)c(-c2ccc([N+](=O)[O-])cc2)c1C(=O)NCCc1c[nH]c2ccccc12
→ -0.1	-3.5
COc1cccc(C(=O)N2CCC[C@@H]2C(=O)N2CCC[C@H]2C(=O)NCc2ccncc2)c1
→ -1.2	-1.7
N#Cc1ccc(-c2nc3c(Cl)cc(C(F)(F)F)cn3c2Cc2ccccc2C(F)(F)F)cc1
→ 2.7	-3.5
CN(Cc1cnn(-c2ccc(F)cc2)c1)C(=O)[C@H]1O[C@@H](n2cnc3c(N)ncnc32)[C@H](O)[C@@H]1O
→ 2.9	-1.2
COc1ccc(CN2C(=O)CCC2(C)c2nnnn2-c2c(C)cccc2C)cc1OC (stereo unspecified)
→ 2.1	2.3
CCCNC(=O)C1(C)CCN(Cc2cc(C(F)(F)F)ccc2Cl)C1 (stereo unspecified)
→ 3.9	-6.0
Cc1cnc(C)c(Nc2nc(C(N)Cc3ccc(C(F)(F)F)cc3)cs2)n1 (stereo unspecified)
→ 2.9	-1.8
COc1ccc(C(C)(O)c2nc(-c3ccc(F)c(Cl)c3)cs2)cc1 (stereo unspecified)
→ 2.6	-3.6
C#CCn1cc(CNC[C@H]2O[C@@H](n3cnc4c(=O)[nH]c(N)nc43)[C@H](O)[C@@H]2O)c2ccccc21
→ 2.0	0.0

A second format for 7 compounds above:
smiles,phage Ecoli inh,Wnt bcat act
O=C(Cc1c[nH]c2ccccc12)Nc1ccc(Nc2cccnc2)c(-c2cccc(Cl)c2)c1,3.3,-5.8
CC(C)C[C@H]1CNC(=O)C(=O)N1CC1CCN(CC2CCC(C)CC2)CC1 (stereo partly specified),1.9,-2.0
Nc1[nH]c(C(=O)c2ccccc2)c(-c2ccc([N+](=O)[O-])cc2)c1C(=O)NCCc1c[nH]c2ccccc12,-0.1,-3.5
COc1cccc(C(=O)N2CCC[C@@H]2C(=O)N2CCC[C@H]2C(=O)NCc2ccncc2)c1,-1.2,-1.7
N#Cc1ccc(-c2nc3c(Cl)cc(C(F)(F)F)cn3c2Cc2ccccc2C(F)(F)F)cc1,2.7,-3.5
CN(Cc1cnn(-c2ccc(F)cc2)c1)C(=O)[C@H]1O[C@@H](n2cnc3c(N)ncnc32)[C@H](O)[C@@H]1O,2.9,-1.2
COc1ccc(CN2C(=O)CCC2(C)c2nnnn2-c2c(C)cccc2C)cc1OC (stereo unspecified),2.1,2.3
